EPAC2 antag: qHTS for Antagonist of cAMP-regulated guanine nucleotide exchange factor 2 (EPAC2): primary screen | EPAC2 GEF exchange of Rap1B-BODIPY-GDP, fluorescence | Potency, µM (series often up to 114 µM), for inactives: at the top dose activity, negative = inhibition, actives largely listed as inhibitors | 0.18% of 360,000 active | Rap guanine nucleotide exchange factor 4 (Homo sapiens), Q8WZA2; also: potency is read from the fitted curve at half-maximal effect; % is scaled to controls: 0 for no effect and ±100 for the full control effect; nearly all actives have a fitted effect of over 45% in size; many of its hits are not listed in these tables
Target sequence (Q8WZA2 whole entry, looked up): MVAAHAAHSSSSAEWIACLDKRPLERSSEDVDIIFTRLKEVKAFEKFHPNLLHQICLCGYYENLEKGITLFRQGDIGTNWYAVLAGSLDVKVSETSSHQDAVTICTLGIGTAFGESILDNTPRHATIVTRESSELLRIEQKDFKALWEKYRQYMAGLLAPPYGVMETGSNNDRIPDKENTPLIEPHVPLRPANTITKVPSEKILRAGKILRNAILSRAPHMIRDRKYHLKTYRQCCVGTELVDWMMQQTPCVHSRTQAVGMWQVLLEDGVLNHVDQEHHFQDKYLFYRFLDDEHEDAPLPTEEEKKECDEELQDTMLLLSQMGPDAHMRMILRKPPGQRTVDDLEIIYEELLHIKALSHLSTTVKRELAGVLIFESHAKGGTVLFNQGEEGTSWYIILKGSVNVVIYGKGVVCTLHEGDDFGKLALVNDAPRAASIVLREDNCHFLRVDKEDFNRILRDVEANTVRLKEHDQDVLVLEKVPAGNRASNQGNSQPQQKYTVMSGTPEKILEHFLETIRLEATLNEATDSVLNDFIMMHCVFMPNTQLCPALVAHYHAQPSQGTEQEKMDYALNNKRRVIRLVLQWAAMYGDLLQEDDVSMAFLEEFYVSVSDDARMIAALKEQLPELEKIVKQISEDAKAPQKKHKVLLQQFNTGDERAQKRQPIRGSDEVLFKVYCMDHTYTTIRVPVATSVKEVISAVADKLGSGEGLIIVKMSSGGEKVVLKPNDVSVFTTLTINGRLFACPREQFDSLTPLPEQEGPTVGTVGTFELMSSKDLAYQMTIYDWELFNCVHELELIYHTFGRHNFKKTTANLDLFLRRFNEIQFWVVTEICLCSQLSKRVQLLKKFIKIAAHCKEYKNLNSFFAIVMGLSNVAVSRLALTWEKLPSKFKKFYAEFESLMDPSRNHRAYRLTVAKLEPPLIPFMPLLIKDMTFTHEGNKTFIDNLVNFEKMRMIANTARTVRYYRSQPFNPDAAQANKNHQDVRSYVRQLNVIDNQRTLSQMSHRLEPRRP
MmCpn inh: Inhibitors of TCP-1 ring complex (TRiC) of Methanococcus maripaludis (MmCpn): qHTS | Chaperonin Mm-Cpn (Methanococcus maripaludis) | purified Mm-Cpn ATPase, ADP Transcreener TR-FRET | Potency, µM (series often up to 76.9 µM), without a hit: at the highest dose activity, negative = inhibition, actives largely listed as inhibitors | 0.031% of 330,000 active; also: potency is read from the fitted curve at half-maximal effect; % is scaled to controls: 0 for no effect and ±100 for the full control effect; nearly all actives have a fitted effect of over 80% in size
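Inhibition of chaperonin ATP hydrolysis is measured as reduced ADP production, detected by competitive TR-FRET in which signal falls with ADP. Final enzyme 25 nM and ATP 10 uM, reacted 30 min at 37°C.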
EPAC2 ag: qHTS for Agonist of cAMP-regulated guanine nucleotide exchange factor 4 (EPAC2): primary screen; EPAC2 activation, biochemical qHTS; response scale: 100% = 6.5 mM cAMP response; Rap guanine nucleotide exchange factor 4 (Homo sapiens), Q8WZA2; Potency, µM (doses to about 154 µM), for the others: at the highest dose activation, hits mostly activators; 0.079% of 360,000 active; also: potency is read from the fitted curve at half-maximal effect; nearly all actives have a fitted effect of over 50% in size
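Fluorescence exchange assay: 100 nM EPAC2 with 250 nM RAP1B-BODIPY-GDP and 50 uM GDP; compounds tested as a concentration-titration series (qHTS). Loss of Rap1-bound BODIPY-GDP fluorescence read at 480/540 nm; data normalized to 6.5 mM cAMP.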
Akt phos inh: HTS Assay for Inhibitors of Akt Phophorylation: Primary Screen. activity change, % for hits at 50 µM. Neuro2A IGF-stimulated pAkt S473 HTRF, 20 min; stronger effect = lower value. 0.32% of 360,000 active; in the data active = activity change below about -80%; inconclusive = mostly about -51% to -80%; also: % is scaled to controls: 0 for no effect and ±100 for the full control effect
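Single-point screen (50 µM final compound) in Neuro2A cells stimulated 20 min with 6 nM IGF at 37 deg C. After lysis, Ser473-phosphorylated Akt read by HTRF (ex 330 nm, em 615/665 nm) as the 665/615 ratio.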
D3 ag: qHTS of D3 Dopamine Receptor Agonist: qHTS. max activation, %. 0.58% of 410,000 active. D3R DiscoveRx beta-arrestin cells, luminescence, 90 min; in the data active = max activation above about 30%; also: 0% is about no effect; mostly tested at two doses, the higher about 12 µM
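Agonist mode: compounds and dopamine controls were applied to plated cells for 90 min at 37 degrees C after an overnight attachment at 1500 cells/well. Luminescent read-out followed 30 - 60 minutes at room temperature with DiscoveRx detection reagent.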
PTHR1 ag: qHTS for PTHR1 Agonists: Primary Screen | Parathyroid hormone/parathyroid hormone-related peptide receptor (Homo sapiens), Q03431 | HEK293 GP2 PTHR1 cells, GloSensor cAMP luminescence, 1 h | Potency, µM (highest dose often 115 µM), for inactives: at the top dose activation, hits mostly activators | 0.075% of 410,000 active; also: potency is read from the fitted curve at half-maximal effect; nearly all actives have a fitted effect of over 55% in size; some results filed as inactive show a strong effect at the top dose; inactives centre near -15; many of its hits are not listed in these tables
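HEK-293-derived GP2 cells expressing PTHR1 and a GloSensor cAMP reporter, 3,000/well, plated overnight, given luciferin plus IBMX (each 0.5 mM as added) for 1 h at 37 °C, then compound for 1 h at 37 °C. Luminescence was read after 15 min at room temperature.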
CCT modulator: High-Throughput Screening for Modulators of Cytosolic Chaperonin Activity. purified chaperonin ATPase assay, HTRF ADP detection, 30 min. activity change, % (concentration not given with the values), hits read low. 0.3% of 360,000 active; in the data active = activity change below about -30%; also: % is scaled to controls: 0 for no effect and ±100 for the full control effect
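TRiC (40 or 20 nM final, by batch activity) in 30 mM Tris pH 7.4, 100 mM KCl, 5 mM MgCl2, 1 mM DTT was treated with compound at 76 uM single dose, then 10 uM ATP, 30 min at 37 °C. ADP was read by HTRF Transcreener.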
DRD3 antagonist: qHTS of D3 Dopamine Receptor Antagonist: qHTS | max response, negative = inhibition, % | AID 652054, 2013 | 2.5% of 360,000 active | D3R cells, DiscoveRx beta-arrestin luminescence, antagonist mode; stronger effect = lower value | D(3) dopamine receptor (Homo sapiens), P35462; in the data active = max response below about -50%; inconclusive = no clear call, values can overlap the other calls; also: % is scaled to controls: 0 for no effect and ±100 for the full control effect; mostly tested at two doses, the higher about 12 µM
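Cells plated overnight at 1500 cells/well, then exposed to library compounds with dopamine controls for 90 minutes at 37 degrees C. DiscoveRx reagent added for 30–60 minutes at room temperature; luminescence read, quantitative HTS format.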
Active calls of the source: *; i = inactive; ? = inconclusive; nt = no result given; [ ] = another dose, or the depositor's remark. Unless noted, calls follow the shape of the dose curve; as a rule, active = well fitted curve in the direction sought with a large enough effect; inconclusive = small, poorly fitted or top-dose-only effect, or another doubt; inactive = no such curve, though single readings can be large; an effect the other way counts as inactive or inconclusive.

(1) S=c1nc(-c2ccccc2)[nH]n1-c1ccccc1
(2) NCCCC(=O)N1c2ccccc2Sc2ccccc21
(3) COc1cc(/C=N/NC(=O)c2nnn(-c3nonc3N)c2C(C)C)ccc1OCc1ccccc1
(4) Cc1nn(C)c(C)c1/C=C(/C(=O)C(C)(C)C)n1cncn1
(5) O=C(Nc1cccc(C(=O)O)c1)/C(=C\c1ccc2c(c1)OCO2)NC(=O)c1ccccc1Cl
(6) CC1CCC(NC(=O)CCN2C(=O)C3C4C=CC(C4)C3C2=O)CC1 (configuration not stated)
screen / no.	1	2	3	4	5	6
EPAC2 ag	10%	11%	15%	6%	8%	1%
CCT modulator	-3.5	0.5	0.0	-0.3	-1.9	-19
DRD3 antagonist	3	?	47	-13	-17	-26
D3 ag	-23	-7	26	-3	-15	-8
EPAC2 antag	1%	-3%	-7%	3%	7%	7%
PTHR1 ag	i	i	-25%	-12%	i	5%
MmCpn inh	-2%	1%	1%	-1%	0%	1%
Akt phos inh	i	i	i	i	i	i

(7) CC(C)c1ccc(NC(=O)Nc2nc(C(N)c3ccccc3)cs2)cc1 (configuration not stated)
(8) CNC(=S)N1CCN(S(=O)(=O)c2ccc3ccccc3c2)CC1
(9) Cc1cc(O)c(C(=O)Nc2cccc(Cl)c2)c(=O)n1C
(10) CCS(=O)(=O)c1ccc(O)c(NC(=O)COc2ccc(Cl)cc2)c1
(11) Cc1ccc(C(=O)NCc2nnc(SCC(=O)Nc3ccccc3)n2C)cc1
(12) CCOC(=O)c1c(C)c(C#N)c2c3ccccc3ccn12
screen / no.	7	8	9	10	11	12
EPAC2 ag	8%	9%	9%	1%	7%	9%
CCT modulator	0.2	-3.1	-1.8	0.8	-3.2	-3.6
DRD3 antagonist	24	-14	-3	1	-13	9
D3 ag	1	9	-1	3	5	3
EPAC2 antag	17%	-11%	6%	0%	9%	0%
PTHR1 ag	-28%	-21%	-23%	-7%	i	i
MmCpn inh	nt	-1%	-8%	0%	1%	4%
Akt phos inh	i	i	i	i	i	?

(13) CCc1ccc(C2CC(=O)N3CN(c4ccccc4)CSC3=C2C#N)cc1 (configuration not stated)
(14) CN1C(=O)NC(NS(=O)(=O)c2ccc(N)cc2)(C(F)(F)F)C1=O (configuration not stated)
(15) CCOC(=O)CSc1nc2ccccc2c(=O)n1CC1CCC(C(=O)NCc2ccco2)CC1 (configuration not stated)
(16) C=CCn1c(SCc2ccccc2)nc(O)cc1=O
(17) C#CCNC(=O)C(C)c1ncc(C(F)(F)F)cc1Cl (configuration not stated)
(18) CS(=O)(=O)c1ccccc1-c1nnc(-c2ccc(Cl)cc2)o1
screen / no.	13	14	15	16	17	18
EPAC2 ag	20%	5%	-5%	5%	2%	3%
CCT modulator	-4.6	-4.9	-1.5	-0.3	-2.5	-1.0
DRD3 antagonist	9	-2	11	31	6	2
D3 ag	1	4	3	4	7	2
EPAC2 antag	-14%	-5%	4%	1%	-9%	1%
PTHR1 ag	i	i	-12%[57.5 µM]	?	-6%	i
MmCpn inh	-2%	4%	1%	-28%	2%	-2%
Akt phos inh	i	i	i	i	i	i

(19) CCCc1cc(=O)oc2cc(C)cc(OCC(=O)Nc3ccccn3)c12
(20) CC(OC(=O)c1cc[n+]([O-])cc1)C(=O)Nc1ccc(Cl)cn1 (configuration not stated)
(21) COc1ccc(C2C3=C(CC(C)(C)CC3=O)Oc3ncn(CC(C)C)c(=N)c32)cc1 (configuration not stated)
(22) CC(=O)CC(=O)Nc1ccccc1NC(C)=O
(23) Cc1ccc(Cl)cc1N1CCN(C(=O)c2ccc(NC3=NC4CS(=O)(=O)CC4S3)cc2)CC1 (configuration not stated)
(24) O=C(NCC1CCCO1)c1ccccc1-c1nc(-c2ccccc2F)no1 (configuration not stated)
screen / no.	19	20	21	22	23	24
EPAC2 ag	-9%	-83%[15.6 µM]	5%	7%	1%	2%
CCT modulator	0.2	-0.4	-2.4	-0.3	0.8	-1.4
DRD3 antagonist	4	-11	-2	-2	7	14
D3 ag	0	-1	7	1	-17	5
EPAC2 antag	1%	-11%	-1%	20%	-9%	-1%
PTHR1 ag	-5%	0%[57.5 µM]	i	?	0%	-16%
MmCpn inh	-5%	1%	1%	2%	1%	-1%
Akt phos inh	i	nt	i	i	i	i

(25) CCNC(=O)CSc1nc2sccc2c(=O)n1-c1ccccc1
(26) COC(=O)c1ccc(/C=C/C(=O)O)cc1
(27) CC1=C(C(=O)OCC2CCCO2)C(c2ccncc2)C2=C(CCCC2=O)N1 (configuration not stated)
(28) CC(C)(C)CN1CCC(Oc2cccc(C(=O)N3CCC[C@H]3CO)c2)CC1
(29) Cc1ccc2cc3c(NC(=O)c4cccnc4)nn(C)c3nc2c1
(30) O=C(O)Cc1ccc(Oc2ncc(C(F)(F)F)cc2Cl)cc1
screen / no.	25	26	27	28	29	30
EPAC2 ag	3%	2%	17%	1%	12%	-3%
CCT modulator	-0.5	-1.0	-2.7	-2.0	-1.1	-2.1
DRD3 antagonist	-13	5	1	-8	46	-7
D3 ag	2	6	-5	-1	-10	2
EPAC2 antag	10%	21%	0%	-2%	-4%	0%
PTHR1 ag	-1%	i	-25%	i	-11%	i
MmCpn inh	1%	1%	0%	-3%	-2%	-1%
Akt phos inh	i	i	i	i	i	i

(31) CN(c1ccccc1)S(=O)(=O)c1ccc(NC(=O)C2CCCCC2C(=O)O)cc1 (configuration not stated)
(32) CCC(C(=O)NCc1cccnc1)n1nc(C)c2sc3ccccc3c2c1=O (configuration not stated)
(33) CCOc1ccc(C2=CC(c3ccccc3)n3ncnc3N2)cc1 (configuration not stated)
(34) C=CCN1C(=NC(=O)CCCC(=O)O)SC2CS(=O)(=O)CC21 (configuration not stated)
(35) Cc1nn(CC(=O)N2CCN(c3ccccc3)CC2)c(=O)c2ccccc12
(36) O=C(C1CCCO1)N1CCN(C(=S)Nc2ccccc2C(F)(F)F)CC1 (configuration not stated)
screen / no.	31	32	33	34	35	36
EPAC2 ag	7%	-4%	15%	-3%	8%	4%
CCT modulator	-2.0	0.3	1.3	0.1	1.5	-2.0
DRD3 antagonist	-20	1	-24	5	-11	0
D3 ag	-4	0	-18	2	-3	-6
EPAC2 antag	-6%	3%	3%	7%	15%	0%
PTHR1 ag	28%	-17%	i	-9%[57.5 µM]	-40%[inhibitor]	i
MmCpn inh	1%	0%	nt	-7%	-1%	2%
Akt phos inh	i	i	i	i	i	i

(37) N/C(=N\OS(=O)(=O)c1ccc2ccccc2c1)c1ccncc1
(38) OC(COc1ccc(Br)cc1)CN1CCN(c2ccccc2)CC1 (configuration not stated)
(39) CC(=O)Nc1ccc(S(=O)(=O)N(C)S(=O)(=O)c2ccc(F)cc2)cc1
(40) O=C(O)CCC(NC(=O)OCc1ccccc1)C(=O)O (configuration not stated)
(41) COCOCCn1cc(CN2CCS(=O)(=O)N(Cc3ccc(-c4cccc(N(C)C)c4)cc3)C(C(C)C)C2=O)nn1 (configuration not stated)
(42) Cc1ccc(N2C(=O)[C@@H]3[C@H](C2=O)[C@H]2C=CC=NN2[C@@H]3C(=O)Nc2ccc(Cl)cc2)cc1
screen / no.	37	38	39	40	41	42
EPAC2 ag	-1%	4%	-14%	8%	11%	14%
CCT modulator	0.5	-1.8	1.9	-1.2	-0.1	-1.3
DRD3 antagonist	-11	-51*	19	7	?	-13
D3 ag	4	15	25	0	-10	-4
EPAC2 antag	6%	3%	2%	-1%	-1%	-1%
PTHR1 ag	-10%	-34%[inhibitor]	i	-8%[57.5 µM]	-17%	-3%
MmCpn inh	1%	-3%	1%	1%	nt	-2%
Akt phos inh	i	i	i	i	i	i

(43) C[C@H]1CN([C@@H](C)CO)C(=O)c2cc(-c3cccc(F)c3)cnc2O[C@H]1CN(C)C(=O)c1cnccn1
(44) C(#Cc1ccc2c(c1)COc1c3ccccc3nn1-2)c1ccccc1
(45) CN(C)S(=O)(=O)c1ccc(NC(=O)CN2CCC(Cc3ccccc3)CC2)cc1
(46) O=C(COC(=O)c1cccc(S(=O)(=O)N2CCOCC2)c1)NCc1ccc2c(c1)OCO2
(47) COc1ccccc1CNc1nc(NCc2cccs2)nc2ccsc12
screen / no.	43	44	45	46	47
EPAC2 ag	11%	?	13%	4%	14%
CCT modulator	0.3	-2.6	-2.5	-1.5	-3.8
DRD3 antagonist	-23	-3	1	5	0
D3 ag	-8	-2	0	13	0
EPAC2 antag	3%	28%	-16%	-1%	-3%
PTHR1 ag	-11%	-20%	i	i	-27%
MmCpn inh	nt	-6%	1%	2%	nt
Akt phos inh	i	i	i	i	i

Four of these compounds in a different format:
no. | SMILES | EPAC2 ag | CCT modulator | DRD3 antagonist | D3 ag | EPAC2 antag | PTHR1 ag | MmCpn inh | Akt phos inh
44 | C(#Cc1ccc2c(c1)COc1c3ccccc3nn1-2)c1ccccc1 | ? | -2.6 | -3 | -2 | 28% | -20% | -6% | i
45 | CN(C)S(=O)(=O)c1ccc(NC(=O)CN2CCC(Cc3ccccc3)CC2)cc1 | 13% | -2.5 | 1 | 0 | -16% | i | 1% | i
46 | O=C(COC(=O)c1cccc(S(=O)(=O)N2CCOCC2)c1)NCc1ccc2c(c1)OCO2 | 4% | -1.5 | 5 | 13 | -1% | i | 2% | i
47 | COc1ccccc1CNc1nc(NCc2cccs2)nc2ccsc12 | 14% | -3.8 | 0 | 0 | -3% | -27% | nt | i

Screening results as filed in PubChem.

Not all compounds are listed, so the mix of outcomes need not match the whole.
